RAD52 inh = RAD52 (human) annealing inhibition | recombinant RAD52 DNA annealing, FRET fluorescence | inhibition, % at 18.7 µM | hit rate 0.46% among 360,000;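 active means every replicate showing at least 50% inhibition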
Target sequence (P43351 whole entry, looked up): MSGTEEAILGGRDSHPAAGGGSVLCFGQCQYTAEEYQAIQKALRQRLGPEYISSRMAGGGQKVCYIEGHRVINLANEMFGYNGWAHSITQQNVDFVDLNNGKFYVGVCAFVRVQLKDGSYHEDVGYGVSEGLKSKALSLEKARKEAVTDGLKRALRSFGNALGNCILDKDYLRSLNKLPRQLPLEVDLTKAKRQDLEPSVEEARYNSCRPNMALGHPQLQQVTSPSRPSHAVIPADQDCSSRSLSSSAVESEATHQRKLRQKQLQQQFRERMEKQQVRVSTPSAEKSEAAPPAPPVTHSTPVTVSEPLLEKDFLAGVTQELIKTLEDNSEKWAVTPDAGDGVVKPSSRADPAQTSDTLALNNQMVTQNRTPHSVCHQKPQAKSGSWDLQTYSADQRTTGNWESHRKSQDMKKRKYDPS
ERp5 block = ERp5 (human) disulfide isomerase inhibition; Q15084; ERp5 insulin aggregation, absorbance 650 nm, 90 min; inhibition, % at 9.99 µM; hit rate 0.05% among 350,000; AID 651711;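 active means mean replicate inhibition above about 25%, with every replicate also reaching it, limit read from the data, passing the limit was not always enough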
esBAF inh = blocks esBAF chromatin remodeling in mouse ES cells | Bmi1-luciferase knock-in reporter, 24 h; 100% = twice the neutral-well signal | reporter increase, % at 12.5 µM | hit rate 2% among 350,000; in the data active means activation above about 40%;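 further: 0% = median of the plate's neutral control wells and 100% = double that signal; a rise in the Bmi1 reporter signal indicates esBAF inhibition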
RAD54 inh = RAD54 (human) branch migration inhibition; Q92698; RAD54 Holliday junction branch migration, FAM/BHQ fluorescence; inhibition, % at 10.4 µM; hit rate 0.14% among 360,000; AID 602329;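 active means mean normalized replicate activity at least 40 and at least half of replicates scoring 40 or more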;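 further: 0% = median of neutral control wells and 100% = median of positive control wells; inhibitors cause a drop in the FAM fluorescence signal; in these data hits start at about 50%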
Xi reactivation = activators of X-chromosome reactivation in mouse fibroblasts. activation, % at 7.58 µM. hit rate 0.055% among 360,000. XiGFP mouse fibroblasts, % GFP-positive cells imaging, 3 d; cells co-treated with 5-aza-dC sensitizer; scaled so ellipticine positive control = 100%. AID 743238;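 active means mean normalized replicate activation at least 10% and every replicate at or above 10%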;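 further: 0% = median of on-plate neutral control wells and 100% = ellipticine 6 µM median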
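Material: XiGFP fibroblasts, SV40-immortalized. Buffer or medium: DMEM plus 5-aza-dC sensitizer. Compound: single concentration per compound, delivered by pin transfer. Times: 3 days compound exposure. Controls: ellipticine 6 µM.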
E-selectin induc = E-selectin induction on HUVECs; P16581; HUVEC E-selectin immunofluorescence imaging; normalized: neutral wells 0, TNF-alpha wells 100; activation, % at 7.58 µM; hit rate 0.37% among 260,000; AID 686992;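 active means mean E-selectin-positive cell signal at least 10% of the positive control, reached in at least 60% of replicates, without over 20% cell loss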;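 further: in these data hits start at about 27%; measured in HUVEC primary endothelial cells; signal is the percent of cells scored E-selectin positive by PE staining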
Target sequence (P16581 whole entry, looked up): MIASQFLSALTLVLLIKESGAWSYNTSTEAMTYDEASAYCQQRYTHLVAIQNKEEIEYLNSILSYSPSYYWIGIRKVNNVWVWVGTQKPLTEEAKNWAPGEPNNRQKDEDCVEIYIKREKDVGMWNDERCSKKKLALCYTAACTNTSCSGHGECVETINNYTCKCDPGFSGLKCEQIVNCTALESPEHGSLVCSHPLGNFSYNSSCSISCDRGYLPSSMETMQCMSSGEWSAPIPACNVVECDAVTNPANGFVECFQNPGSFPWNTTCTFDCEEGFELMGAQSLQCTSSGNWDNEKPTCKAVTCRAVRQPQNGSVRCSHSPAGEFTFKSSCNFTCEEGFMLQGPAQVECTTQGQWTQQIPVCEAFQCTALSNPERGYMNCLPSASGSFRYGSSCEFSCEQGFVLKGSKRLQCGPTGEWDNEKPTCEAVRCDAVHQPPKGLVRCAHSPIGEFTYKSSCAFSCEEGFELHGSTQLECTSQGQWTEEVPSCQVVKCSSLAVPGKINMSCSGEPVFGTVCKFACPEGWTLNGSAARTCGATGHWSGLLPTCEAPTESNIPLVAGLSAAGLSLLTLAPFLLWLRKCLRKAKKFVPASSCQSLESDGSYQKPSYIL
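Read-out basis: % PE-positive cells; Test system: HUVEC primary endothelial cells; Technique: immunofluorescence imaging; Dosing: single-point compound dose.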
ERAP1 inh = ERAP1 (human) enzyme inhibition. recombinant ERAP1, Leu-AMC fluorescence, 60 min. inhibition, % at 10.7 µM. hit rate 0.15% among 340,000. AID 652197;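 active means mean replicate inhibition of at least 30%, or all replicates individually reaching that 30% level; inactive means mean below 30% and not every replicate reaching it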;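 further: 0% = neutral control wells and 100% = L-leucinethiol positive control wells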
S100A4 MyoIIA = inhibitors of human S100A4 binding to myosin IIA peptide. S100A4/TAMRA-MyoIIA peptide fluorescence polarization. hit rate 0.14% among 360,000. inhibition, % at 10.7 µM. AID 652163;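 active means mean inhibition of at least 70% across replicates, with every replicate also reaching that level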
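Test system – S100A4 monomer (human) · Compound – single-point compound testing · Schedule – 5 min incubation before reading · Probe or stimulus – TAMRA-labelled myosin IIA heavy-chain peptide probe, 5 nM · Benchmarks – neutral control DMSO, positive control TFP · Medium – Calcium-containing HEPES buffer, pH 7.2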
Starred values were filed as active, the others as inactive; nt = no result given; & = joins results of further samples. Random draw from the library; overall some 2.5% were active at least once.

1	COc1ccc(N2CCN(c3cc(=O)n(Cc4ccc(F)cc4)c(=O)[nH]3)CC2)cc1
2	CCOC(=O)C1CCCN(c2c(N3CCN(C4CCCCC4)CC3)c(=O)c2=O)C1 (centres undefined)
3	O=C(C[C@H]1CC[C@H]2[C@@H](COC[C@@H](O)CN2C(=O)c2ccccc2F)O1)N1CCN(c2ccccc2)CC1
4	O=c1cc(CN2CCN(c3ccccc3)CC2)nc2scc(-c3ccccc3)n12
5	COc1ccc(C(C)(C)C)cc1NC(=O)CCN1C(=O)C2CCCCC2C1=O (centres undefined)
6	Cc1noc(C)c1NC(=O)N[C@@H]1C=C[C@@H](CC(=O)NCCCN(C)C)O[C@H]1CO
screen / no.	1	2	3	4	5	6
RAD52 inh	-19	1	-6	-17	7	4
ERp5 block	-2	-3	0	3	0	7
esBAF inh	-13	-2	2	nt	1	-1
RAD54 inh	9	-2	3	nt	-4	10
Xi reactivation	0.3	-0.1	-0.1	0.2	0.0	0.0
E-selectin induc	1.8	-1.3	0.1	nt	-1.4	0.0
ERAP1 inh	3	1	-3	2	-1	3
S100A4 MyoIIA	-4	-5	-23	0	0	4

7	CC1CCCN(C(=O)Cn2c(=O)oc3cc(S(=O)(=O)N4CCCCC4)ccc32)C1 (centres undefined)
8	C[C@H]1CN([C@@H](C)CO)C(=O)c2cc(-c3ccccc3)cnc2O[C@H]1CN(C)Cc1ccccc1
9	COc1cccc(N2CCN(C(=O)CCC(=O)N3CCOc4ccc(C)cc43)CC2)c1
10	C[C@@H]1CN([C@H](C)CO)S(=O)(=O)c2ccc(Br)cc2O[C@@H]1CN(C)C
11	CC(O)(c1ccc(F)c(F)c1)c1nc(-c2ccoc2)cs1 (centres undefined)
12	CC(C)NC(=O)Nc1cccc2c1O[C@@H](CN(C)Cc1ccc(Cl)c(Cl)c1)[C@H](C)CN([C@@H](C)CO)C2=O
screen / no.	7	8	9	10	11	12
RAD52 inh	-11	13	-8	4	-55	7
ERp5 block	6	2	-4	-4	0	nt
esBAF inh	-5	4	0	2	-4	nt
RAD54 inh	3	-3	-1	7	2	nt
Xi reactivation	0.3	0.1	0.0	-0.1	0.0	-0.2
E-selectin induc	1.7	-0.1	nt	-0.3	0.1	-22
ERAP1 inh	-3	0	0	-1	0	-2
S100A4 MyoIIA	-1	-13	11	0	12	-13

13	CCCN1C[C@@H](C)[C@@H](OC)CN(C)C(=O)c2ccc(NC(=O)Nc3cccc(OC)c3)cc2OC[C@@H]1C
14	O=C(c1ccccc1F)N1CC[C@H]2[C@H](CO)Nc3ccc(-c4ccc(F)cc4)cc3[C@H]21
15	Nc1cc(=O)[nH]c(SCC(=O)Nc2cc(S(=O)(=O)N3CCCCC3)ccc2Cl)n1
16	COc1ccc(C(=O)c2ccc(N(C)C)cc2)c(OC)c1
17	Cc1ccc(C(C)n2cc(C(=O)NCc3ccccn3)nn2)cc1 (centres undefined)
18	CCCCc1ccc(NC(=O)CSc2nc3ncccc3[nH]2)cc1
screen / no.	13	14	15	16	17	18
RAD52 inh	68*	-1	-6	-20	-12	-3
ERp5 block	-1	-2	-15	-6	3	5
esBAF inh	6	-2	-7	nt	5	13
RAD54 inh	-8	0	-2	2	6	1
Xi reactivation	0.3	0.0	0.1	nt	-0.1	0.0
E-selectin induc	-0.2	0.9	nt	nt	0.1	1.7
ERAP1 inh	0	-4	6	3	-2	2
S100A4 MyoIIA	-6	48	1	8	1	3

19	COc1ccc(Cc2c(C3CCCCC3)nc3c(Cl)cc(C(F)(F)F)cn23)c(C)c1
20	Cc1cccc(C)c1NC(=O)CN1CCN(C(=O)c2cc(C3CC3)nn2-c2ccccc2)CC1
21	O=S1(=O)CC(N2CCN(c3ncccn3)CC2)CN1Cc1ccc(F)cc1 (centres undefined)
22	O=C(CNS(=O)(=O)c1ccc(Br)cc1)NCc1cccnc1
23	O=C(OCC(=O)N1CCOCC1)c1ccc2ccccc2c1
24	CC12CCC(C(=O)Nc3ccncc3)(CC1O)C2(C)C (centres undefined)
screen / no.	19	20	21	22	23	24
RAD52 inh	-19	-8	-11	-8	12	-12
ERp5 block	-8	6	-3	8	-6	-5
esBAF inh	nt	-4	1	-8	17	1
RAD54 inh	nt	0	12	-4	-11	nt
Xi reactivation	-0.1	0.0	0.0	0.0	-0.1	0.1
E-selectin induc	-0.1	-0.1	2.5	0.0	nt	0.7
ERAP1 inh	0	-2	nt	-6	-2	2
S100A4 MyoIIA	-8	1	-1	1	1	-6

25	C[C@@H]1CN([C@@H](C)CO)C(=O)c2cc(-c3cncnc3)cnc2O[C@H]1CN(C)C(=O)c1ccccc1F
26	CCCOc1cccc(C(=O)Nc2ccc3c(c2)OCCO3)c1
27	Cc1ccc2c(=O)n3c(nc2c1)C(Cc1ccc(O)cc1)NC(=O)c1cccnc1-3 (centres undefined)
28	COc1ccc(-c2cnc3c(c2)C(=O)N([C@H](C)CO)C[C@@H](C)[C@@H](CN(C)C(=O)Cc2ccccn2)O3)cc1
29	CCC(=O)N(C1=C(NC(C)C)C(=O)c2ccccc2C1=O)C(C)C
30	O=C(CCc1nc2ccccc2c(=O)[nH]1)Nc1nnc(SCc2ccccc2F)s1
screen / no.	25	26	27	28	29	30
RAD52 inh	-5	-8	-6	3	-12	-55
ERp5 block	-1	2	-3	0	1	-4
esBAF inh	-8	-15	24	1	-7	32
RAD54 inh	-8	-3	4	3	4	-5
Xi reactivation	-0.7	0.1	0.0	-0.4	0.0	0.3
E-selectin induc	0.2	0.5	1.6	0.5	nt	nt
ERAP1 inh	2	0	1	-1	13	4
S100A4 MyoIIA	2	-2	1	-2	-2	5

31	C[C@H]1CN([C@@H](C)CO)C(=O)Cc2cc(NC(=O)Cc3cn(C)c4ccccc34)ccc2O[C@@H]1CN(C)S(=O)(=O)c1cn(C)cn1
32	COc1ccc(NC(=O)C2CCCC2)cc1
33	O=S(=O)(c1ccccc1F)N1CC[C@H]2[C@H](CO)Nc3ccc(-c4ccc(F)cc4)cc3[C@H]21
34	COc1ccc2[nH]cc(CCNC(=O)CC[C@H]3O[C@@H](n4cc(C)c(=O)[nH]c4=O)C[C@@H]3O)c2c1
35	NC(=O)CC(NC(=O)Cc1cccc2ccccc12)c1ccc(NC2CCCCCCC2)c([N+](=O)[O-])c1 (centres undefined)
36	C[C@@H](NC(=O)[C@H]1[C@H](CO)[C@H]2Cn3c(cccc3=O)[C@@H]1N2Cc1cccnc1)c1ccccc1
screen / no.	31	32	33	34	35	36
RAD52 inh	-20	-4	-7	-2	-54	-15
ERp5 block	-8	7	-1	0	0	5
esBAF inh	-8	2	-3	3	-3	6
RAD54 inh	-2	-6	1	9	11	-2
Xi reactivation	-0.7&-0.1	0.0	0.1	0.3	0.1	0.1
E-selectin induc	0.2	0.1	0.2	-1.3	0.0	-1.7
ERAP1 inh	-1	-1	nt	25	-1	1
S100A4 MyoIIA	-3	1	nt	-8	-4	-9

37	COc1ccc(C(=O)/C=C/c2cccs2)c(OC(=O)N2CCOCC2)c1
38	COc1cc2c(cc1OC)C(c1cccs1)N(C(=O)c1ccc(S(=O)(=O)N(C)C)cc1)CC2 (centres undefined)
39	S=C(c1cccs1)N1CCN(c2ccccc2)CC1
40	O=C1c2c(O)cccc2Cc2cccc(O)c21
41	Cc1c(Br)cccc1NC(=O)C1(C)CCN1Cc1ccccc1OC(F)F (centres undefined)
42	CC(C)NC(=O)Nc1ccc2c(c1)C(=O)N([C@@H](C)CO)C[C@H](C)[C@@H](CN(C)C(=O)Nc1ccccc1)OCCCC[C@@H](C)O2
screen / no.	37	38	39	40	41	42
RAD52 inh	-12	-17	1	2	1	6
ERp5 block	-5	-7	-4	0	1	-2
esBAF inh	nt	-4	nt	-10	2	nt
RAD54 inh	nt	-2	nt	-3	3	-1
Xi reactivation	0.1	-0.4	0.5	nt	0.1	0.0
E-selectin induc	nt	0.0	0.0	nt	0.2	nt
ERAP1 inh	2	nt	3	4	5	0
S100A4 MyoIIA	1	1	-1	4	0	-11

43	Cc1ccc(NC(=O)C2CCCN(c3ncnc4c3nc3n4CCCCC3)C2)nc1 (centres undefined)
44	C[C@@H]1CN([C@@H](C)CO)C(=O)c2cc(NC(=O)CCC(F)(F)F)ccc2O[C@@H](C)CCCCO[C@@H]1CN(C)C(=O)Nc1ccc(F)cc1
45	Cc1cnc(C(=O)N(c2ccc(N3CCOCC3)cc2)C2C(=O)Nc3ccccc3N=C2c2ccc(F)cc2)cn1 (centres undefined)
46	Oc1ccc(-c2nnc(SCc3ccccc3)o2)cc1
47	COCC(=O)N1[C@H](C#N)[C@H](c2ccc(C3=CCCC3)cc2)[C@@H]1CO
48	O=C(CCc1nc2ccccc2c(=O)[nH]1)NCCN1C(=O)S/C(=C\c2ccc(Cl)cc2Cl)C1=O
screen / no.	43	44	45	46	47	48
RAD52 inh	-9	-27	2	-24	-68	-29
ERp5 block	2	-9	2	-1	1	2
esBAF inh	9	-10	6	49*	-4	14
RAD54 inh	9	0	4	-3	1	0
Xi reactivation	0.0	0.1	-0.1	0.0	-0.1	-0.1
E-selectin induc	nt	nt	0.0	nt	0.2	-0.3
ERAP1 inh	-4	2	-1	-3	0	1
S100A4 MyoIIA	0	6	-5	-13	-20	-3

Arranged by count of non-hydrogen atoms (lowest first): some entries from above.
37	COc1ccc(C(=O)/C=C/c2cccs2)c(OC(=O)N2CCOCC2)c1
43	Cc1ccc(NC(=O)C2CCCN(c3ncnc4c3nc3n4CCCCC3)C2)nc1 (centres undefined)
9	COc1cccc(N2CCN(C(=O)CCC(=O)N3CCOc4ccc(C)cc43)CC2)c1
35	NC(=O)CC(NC(=O)Cc1cccc2ccccc12)c1ccc(NC2CCCCCCC2)c([N+](=O)[O-])c1 (centres undefined)
screen / no.	37	43	9	35
RAD52 inh	-12	-9	-8	-54
ERp5 block	-5	2	-4	0
esBAF inh	nt	9	0	-3
RAD54 inh	nt	9	-1	11
Xi reactivation	0.1	0.0	0.0	0.1
E-selectin induc	nt	nt	nt	0.0
ERAP1 inh	2	-4	0	-1
S100A4 MyoIIA	1	0	11	-4

(continued)
49	CCN(CC(=O)Nc1cccc(S(=O)(=O)N2CCOCC2)c1)Cc1ccccc1
50	COc1ccc(N2CCN(C(CNC(=O)C(=O)NCCCO)c3ccco3)CC2)cc1 (centres undefined)
51	N=C(N)SCc1ccc(Cl)c2ccccc12
52	Cc1nn(CCc2nc(-c3ccco3)cs2)c2[nH]c(=O)cc(C(F)(F)F)c12
screen / no.	49	50	51	52
RAD52 inh	-13	-18	6	-26
ERp5 block	5	13	4	5
esBAF inh	nt	-8	nt	-7
RAD54 inh	-4	-4	nt	-10
Xi reactivation	0.0	0.2	0.1	nt
E-selectin induc	-3.9	nt	nt	nt
ERAP1 inh	0	1	-4	4
S100A4 MyoIIA	-2	-1	-4	2
